Pf growth 96h = inhibits malaria parasite growth, 96 h; P. falciparum luciferase reporter growth, 96 h; Potency, µM (series often up to 28.7 µM), inactives show top-dose activity change, negative = inhibition, usual class: inhibitors; 320,000 tested, 6.9% active; AID 504834; further: potency means the concentration at half of the fitted maximal effect; on the % scale 0 is the no-effect control and ±100 the full control effect
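Infected RBCs, 2% Hct / 0.05% parasitemia final; luciferase-reporter P. falciparum; cpd 96 h, 37 C, 5% CO2; luciferase detection reagent; luminescence.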
Shiga inhibitor = inhibitors of Shiga toxin in Vero cells | Vero cells, Shiga toxin protein synthesis inhibition reporter | inhibition, % at 38.7 µM | 290,000 tested, 9.2% active | AID 2315; in the data active means inhibition mostly above about 28%, no sharp cut-off; inactive means mostly below about 43%; further: 0% is about no effect
TbPYK inhibitor = blocks Trypanosoma brucei pyruvate kinase. AID 624173. 410,000 tested, 0.12% active. Potency, µM (series often up to 76.8 µM), inactives show top-dose activity, negative = inhibition, most hits filed as inhibitors. Q57TT1. TbPYK enzyme, Kinase-Glo Plus ATP luminescence, 45 min; further: potency means the concentration at half of the fitted maximal effect; on the % scale 0 is the no-effect control and ±100 the full control effect; nearly all actives have a fitted effect of over 50% in size
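Quantitative HTS: titrated library compounds versus trypanosomal pyruvate kinase in TEA buffer (pH 7.2) containing KCl, MgCl2, BSA and Tween-20. Reactions were initiated with ADP, 130 uM final. Kinase-Glo Plus luminescence was read after 45 min at RT.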
AmpC inh no detg = AmpC beta-lactamase inhibition without detergent | P00811 | AmpC nitrocefin hydrolysis, absorbance 480 nm, 0.0001% Triton | Potency, µM (doses to about 57.1 µM), for inactives: at the highest dose activity change, negative = inhibition, hits mostly inhibitors | 330,000 tested, 0.52% active | AID 485341;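 further: potency means the concentration at half of the fitted maximal effect; plate controls were no compound for no effect and no enzyme for full effect; nearly all actives have a fitted effect of over 20% in size; some results filed as inactive show a strong effect at the top dose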
Target sequence (P00811 whole entry, looked up): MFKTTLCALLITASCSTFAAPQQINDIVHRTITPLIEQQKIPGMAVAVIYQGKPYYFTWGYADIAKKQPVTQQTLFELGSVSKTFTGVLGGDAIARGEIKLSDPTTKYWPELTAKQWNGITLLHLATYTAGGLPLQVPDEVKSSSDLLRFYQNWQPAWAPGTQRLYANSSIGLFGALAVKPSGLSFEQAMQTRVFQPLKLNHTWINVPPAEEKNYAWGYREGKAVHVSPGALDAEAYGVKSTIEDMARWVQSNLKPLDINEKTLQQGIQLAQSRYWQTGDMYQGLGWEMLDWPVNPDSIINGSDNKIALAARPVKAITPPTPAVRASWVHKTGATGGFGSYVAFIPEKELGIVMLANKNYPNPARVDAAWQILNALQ
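AmpC (5.3 nM in the dispensed reagent) in 20 mM phosphate pH 7.0 with 0.01% (detergent screen) or 0.0001% Triton X-100 was preincubated with compounds for 15 min at room temperature. Nitrocefin was then added from an 800 uM solution, and hydrolysis was followed at 480 nm.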
Pf growth 48h = inhibits P. falciparum growth in the first generation, 48 h; 310,000 tested, 5.9% active; Potency, µM (doses to about 28.7 µM), for inactives: at the highest dose activity change, negative = inhibition, actives largely listed as inhibitors; AID 504832; P. falciparum luciferase growth in erythrocytes, 48 h; further: potency means the concentration at half of the fitted maximal effect; on the % scale 0 is the no-effect control and ±100 the full control effect
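Parasite viability was followed by luminescence of a genomically integrated firefly luciferase. Cultures held 0.1% parasitemia at 2% hematocrit (final), incubated under 5% CO2 at 37 C.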
Cycloheximide cs = counter-screen hit for Shiga toxin inhibitors, cycloheximide. cell reporter, cycloheximide protein synthesis inhibition counterscreen. max response, %. 300,000 tested, 12% active; in the data active means max response mostly above about 13%, no sharp cut-off; inactive means mostly below about 14%; further: read at 38.3 µM for the half of the compounds with a filed dose; 0% is about no effect
LmPK inhibitor = inhibitors of Leishmania mexicana pyruvate kinase. 290,000 tested, 0.37% active. Q27686. purified LmPK, Kinase-Glo ATP luminescence, 1 h. Potency, µM (doses to about 57.5 µM), inactives show at the highest dose activity change, negative = inhibition, most hits filed as inhibitors; further: potency means the concentration at half of the fitted maximal effect; on the % scale 0 is the no-effect control and ±100 the full control effect
Target sequence (Q27686 whole entry, looked up): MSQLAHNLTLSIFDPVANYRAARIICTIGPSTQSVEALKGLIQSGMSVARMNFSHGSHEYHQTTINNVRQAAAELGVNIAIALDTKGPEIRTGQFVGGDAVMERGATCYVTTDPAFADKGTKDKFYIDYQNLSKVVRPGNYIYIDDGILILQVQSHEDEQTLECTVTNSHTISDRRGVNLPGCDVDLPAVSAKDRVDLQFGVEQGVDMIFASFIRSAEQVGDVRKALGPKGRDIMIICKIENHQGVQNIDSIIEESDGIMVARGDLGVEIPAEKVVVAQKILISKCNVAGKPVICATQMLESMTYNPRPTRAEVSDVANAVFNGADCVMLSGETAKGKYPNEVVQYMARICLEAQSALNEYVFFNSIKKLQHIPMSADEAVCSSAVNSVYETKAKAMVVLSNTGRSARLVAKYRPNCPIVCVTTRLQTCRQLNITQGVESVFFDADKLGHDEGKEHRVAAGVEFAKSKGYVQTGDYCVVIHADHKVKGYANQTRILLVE
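Purified LmPK (0.1 nM) with 0.5 mM PEP and 0.1 mM ADP in imidazole buffer pH 7.2 with MgCl2/KCl, 1 h at room temperature. ATP formed was read by luciferase luminescence and normalized to no-enzyme and uninhibited controls.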
* hit, by the source's call; u = inconclusive; x = not tested or not shown; & = joins results of further samples; [ ] = another dose, or the depositor's remark. Unless noted, the call rests on the fitted dose curve; in most records, active means well fitted curve in the direction sought with a large enough effect; inconclusive means small, poorly fitted or top-dose-only effect, or another doubt; inactive means no such curve, though single readings can be large; an effect the other way counts as inactive or inconclusive.

Letters: A = Pf growth 96h; B = Shiga inhibitor; C = TbPYK inhibitor; D = AmpC inh no detg; E = Pf growth 48h; F = Cycloheximide cs; G = LmPK inhibitor
> Cc1cc(C)c2cc(C#N)c(N3CCCN(C(=O)c4cnccn4)CC3)nc2c1
  A: u; B: -6; C: -5%; D: -1%; E: u; F: -5; G: -1%

> O=C(NCc1ccccc1)C1(c2cccc(F)c2)CCCC1
  A: 1%; B: 6; C: 11%; D: -20%; E: -11%; F: 5; G: 4%

> COc1cccc(C2(c3cccc(OC)c3)CC2C(=O)Nc2ccc(F)cc2)c1 (stereo not drawn)
  A: u; B: -4; C: 20%; D: -22%; E: u; F: -1; G: 0%

> CC(C)(C)C(=O)CSc1nc2ccccc2o1
  A: 14%; B: 113*; C: 0%; D: -16%; E: 34%[activator][5.75 µM]; F: 34*; G: -3%

> CC1CCN(S(=O)(=O)c2cccc(C(=O)Nc3ccccc3)c2)CC1
  A: 2.6µM*; B: -10; C: 6%; D: 66%[activator]; E: u; F: -2; G: -8%

> CC(C)c1cc(C(C)C)n2nc(N)nc2n1
  A: 4%; B: 13; C: 3%; D: -1%; E: u; F: -5; G: 4%

> COc1ccc(/C=C(\NC(=O)/C=C/c2ccco2)C(=O)NCCc2nc3ccccc3[nH]2)cc1
  A: -23%; B: -8; C: 2%; D: 3%; E: -11%; F: -1; G: -3%

> Cc1cc(N2CCN(C)CC2)nc2ccc(NC(=O)c3cccnc3Cl)cc12
  A: 88%[activator]; B: -18; C: -1%; D: -4%; E: x; F: 0; G: -12%

> CCOC(=O)N1CCN(C(=O)c2ccc(CS(=O)(=O)c3ccc(OC)cc3)o2)CC1
  A: 20%; B: -8; C: -5%; D: 11%; E: -3%; F: 15; G: 0%

> Cc1ccc(Oc2c(F)c(F)nc(N3CCCC3)c2F)cc1
  A: 25%; B: -7; C: -11%; D: -16%; E: -3%; F: 3; G: -5%

> NC(=O)C1CCN(C(=O)c2cccc(CN3C(=O)c4ccccc4C3=O)c2)CC1
  A: 2%; B: x; C: -2%; D: -30%; E: u; F: x; G: x

> COc1cc(/C=N/n2cnc3c(sc4nc(C)cc(C)c43)c2=O)ccc1O
  A: 12%; B: -8; C: 1%; D: 0%; E: 7%; F: -2; G: -3%

> CC1CCCC(C)N1CCCNC(=O)c1nn(C)c2c1CSc1ccccc1-2 (stereo not drawn)
  A: u; B: -3; C: -11%; D: 4%; E: u; F: -3; G: 1%

> CC(C)C(=O)Nc1nnc(CCc2ccccc2)s1
  A: 3%; B: 30; C: 2%; D: -6%; E: -3%[0.00184 µM]; F: 19*; G: 2%

> O=C1C(c2[nH]c3ccccc3c2O)=Nc2ccccc21
  A: -13%; B: x; C: 3%; D: x; E: u; F: x; G: x

> Cc1cc2nc3c(nc2cc1C)C(O)=C3O
  A: 27%; B: 21; C: -11%; D: -19%; E: 11%; F: 2; G: -19%

> Cn1cc(C(=O)N2CCCCC2)c2ccccc21
  A: -10%; B: 21; C: 2%; D: -9%; E: 2%; F: 1; G: 3%

> Cc1ccc(C2(CCNCc3ccco3)CCOC(C(C)C)C2)cc1 (stereo not drawn)
  A: u; B: -17; C: 0%; D: 43%; E: u; F: 2; G: 7%

> CCCCC(=O)Nc1ccc2c(c1)nc1n2CCN(CCOC)C1
  A: -16%; B: -5; C: -1%; D: 7%; E: -10%; F: 0; G: 8%

> C#CCn1cc(/C=N/NC(=O)c2cc3ccccc3o2)c2ccccc21
  A: -24%; B: 32; C: -9%; D: 28µM*; E: -10%; F: -2; G: 0%

> Cn1cc(Cl)c(C(=O)NNC(=S)Nc2cccc(Cl)c2)n1
  A: 26%; B: 50*; C: u; D: -22%; E: 26%; F: 42*; G: -1%

> COc1ccc2c(c1)[C@H]1[C@H](CO2)[C@H](c2ccccc2)[C@]2(C)C(=O)Nc3cc(Cl)ccc3C(=O)N12
  A: 1.9µM*; B: x; C: 6%; D: -18%; E: 5.2µM*; F: x; G: x

> CCN(C(=O)CSc1ncn[nH]1)c1cccc2ccccc12
  A: u; B: 9; C: 15%; D: -2%; E: -11%; F: 4; G: 14%

> CCN1CCN(c2nc(N)c([N+](=O)[O-])c(Nc3cccc(C)c3)n2)CC1
  A: -11%; B: -3; C: -1%; D: -19%; E: 1%; F: -5; G: 2%

> N#CC1=C(SCc2ccccc2)NC(=O)C(C#N)C12CCCC2 (stereo not drawn)
  A: -2%[5.75 µM]; B: -3; C: -10%; D: -20%; E: 5%; F: 3; G: 5%

> COc1cc([N+](=O)[O-])cc(/C=N/NC(=O)C(O)(c2ccccc2)c2ccccc2)c1O
  A: u; B: -9; C: -1%; D: -33%; E: 24%; F: -3; G: -4%

> CC(=O)CCc1oc2ccc([N+](=O)[O-])cc2c1-c1ccc(C)o1
  A: -25%; B: -15; C: -14%; D: -3%; E: 23%; F: 1; G: -3%

> CN1CCN(C2CC(=O)N(Cc3ccc(N4CCCC4=O)cc3)C2=O)CC1 (stereo not drawn)
  A: 30%; B: 49; C: x; D: -2%; E: 33%[activator]; F: -2; G: -2%

> Cc1ccc(O)c(C2=Nc3ccccc3N=C(c3ccco3)C2)c1
  A: u; B: 23; C: 7%; D: -4%; E: u; F: 24*; G: -2%

> CN(C)c1nc(SCc2ccccc2Cl)nc2c1CCCC2
  A: u; B: 1; C: 4%; D: -7%; E: u; F: -1; G: 5%

> Cc1ccc2cc(CN(C(=O)c3cccs3)c3ccccc3)c(=O)[nH]c2c1
  A: -11%; B: 19; C: -3%; D: -22%; E: -21%; F: 4; G: 5%

> O=C(COC(=O)CCC1CCCC1)NCc1ccc(Cl)cc1
  A: 15%; B: 34; C: 3%; D: -1%; E: -12%; F: 18; G: -5%

> COc1ccc(CC(=O)N(C)CC(=O)Nc2ccccc2C(F)(F)F)cc1S(=O)(=O)N1CCOCC1
  A: -2%; B: x; C: 2%; D: 48%; E: u; F: x; G: x

> COc1ccc(OC)c(NC(=O)Nc2cnccn2)c1
  A: u; B: 46; C: 1%; D: -12%; E: 56%; F: 16*; G: 0%

> O=C(c1nnc(-c2ccccc2)o1)C1CC1
  A: 34%[activator]; B: 97*; C: 2%; D: -19%; E: 8%; F: 37*; G: -22%

> Cc1ccc(O)c(NC(=O)c2ccccc2-c2ccccc2C(=O)O)c1
  A: u; B: x; C: -2%; D: -14%; E: 21%; F: -1; G: 6%

> O=C(CC(=O)Nc1ccc(F)cc1)Nc1ccc(F)cc1
  A: 37%[activator]; B: -1; C: -14%; D: -22%; E: 26%; F: -1; G: -1%

> Cc1onc(-c2ccccc2Cl)c1C(=O)N1CCCCCC1
  A: u; B: 4; C: -6%; D: 4%; E: 0%; F: -9; G: 2%

> CN(C)c1ccc(N=Cc2nc(-c3ccccc3)oc2OC(=O)c2cccc(Cl)c2)cc1
  A: 212%[activator]; B: 71*; C: -14%; D: -27%; E: 182%[activator]; F: 68*; G: 0%

> COc1ccc(C(=O)N2CCN(c3ccc([N+](=O)[O-])c(NCCc4ccc(OC)c(OC)c4)c3)CC2)cc1
  A: 4.7µM*; B: -1; C: -5%; D: 0%; E: 10µM*; F: -3; G: 0%

> O=C1CCC(C(=O)Nc2cccc(S(=O)(=O)N3CCOCC3)c2)N1 (stereo not drawn)
  A: u; B: -4; C: 1%; D: -16%; E: 24%; F: -3; G: -2%

> Cc1ccc2ncc(S(=O)(=O)c3ccccc3)c(N3CCCCC3C)c2c1 (stereo not drawn)
  A: 3%; B: -10; C: 1%&1%; D: -3%; E: u; F: -4; G: -1%

> CNC(=O)/C(C#N)=C/c1cn(CC(=O)OC)c2ccccc12
  A: 33%[activator]; B: 15; C: -15%; D: -13%; E: 38%; F: -3; G: 1%

> Cn1nnc(NC(=O)CSc2ncn[nH]2)n1
  A: u; B: -18; C: 2%; D: -18%; E: -9%; F: -1; G: 0%

> COc1ccc(OCc2cc(C(=O)N3CCCN(C(C)=O)CC3)no2)c(Cl)c1
  A: 11%; B: 43*; C: 0%; D: 66%[activator]; E: 8%; F: 32*; G: 8%

> COc1ccc(S(=O)Cc2ccc(C(=O)N3CCN(c4cccc(C)c4C)CC3)o2)cc1 (stereo not drawn)
  A: u; B: 5; C: -4%&4%; D: 154%[activator]; E: 8%; F: -4; G: -2%

> Cc1ccc2nc(SCC(=O)NCC3CCCO3)c(C#N)cc2c1 (stereo not drawn)
  A: x; B: 3; C: -10%; D: -23%; E: 49%[activator]; F: -3; G: 3%

> N#CCC(=O)NCCCc1ccccc1
  A: -16%; B: 9; C: 1%; D: 0%; E: 10%; F: -2; G: -1%

> COC(=O)c1cc(OC)c(OC)cc1NC(=O)CN1CCCCC1
  A: 7%; B: -8; C: -2%; D: -25%; E: -3%; F: -2; G: 0%

> Cn1c(=O)c2c(ncn2CC(=O)N/N=C/C=C/c2ccccc2)n(C)c1=O
  A: 24%; B: -18; C: -7%; D: 7%; E: 6%; F: 0; G: -4%

> CC1CCCC(C)N1S(=O)(=O)c1ccc(Cl)cc1 (stereo not drawn)
  A: 165%[activator]; B: -9; C: 0%; D: -7%; E: -24%; F: 1; G: 1%

> COc1ccc(Cl)cc1NC(=O)CSc1nncn1-c1cccnc1
  A: -1%; B: -4; C: 1%; D: 0%; E: -3%; F: 2; G: -5%

Exported as a markdown table: eleven of the compounds above
| SMILES | Pf growth 96h | Shiga inhibitor | TbPYK inhibitor | AmpC inh no detg | Pf growth 48h | Cycloheximide cs | LmPK inhibitor |
| --- | --- | --- | --- | --- | --- | --- | --- |
| O=C(COC(=O)CCC1CCCC1)NCc1ccc(Cl)cc1 | 15% | 34 | 3% | -1% | -12% | 18 | -5% |
| COc1ccc(CC(=O)N(C)CC(=O)Nc2ccccc2C(F)(F)F)cc1S(=O)(=O)N1CCOCC1 | -2% | x | 2% | 48% | u | x | x |
| COc1ccc(OC)c(NC(=O)Nc2cnccn2)c1 | u | 46 | 1% | -12% | 56% | 16* | 0% |
| O=C(c1nnc(-c2ccccc2)o1)C1CC1 | 34%[activator] | 97* | 2% | -19% | 8% | 37* | -22% |
| Cc1ccc(O)c(NC(=O)c2ccccc2-c2ccccc2C(=O)O)c1 | u | x | -2% | -14% | 21% | -1 | 6% |
| O=C(CC(=O)Nc1ccc(F)cc1)Nc1ccc(F)cc1 | 37%[activator] | -1 | -14% | -22% | 26% | -1 | -1% |
| Cc1onc(-c2ccccc2Cl)c1C(=O)N1CCCCCC1 | u | 4 | -6% | 4% | 0% | -9 | 2% |
| CN(C)c1ccc(N=Cc2nc(-c3ccccc3)oc2OC(=O)c2cccc(Cl)c2)cc1 | 212%[activator] | 71* | -14% | -27% | 182%[activator] | 68* | 0% |
| COc1ccc(C(=O)N2CCN(c3ccc([N+](=O)[O-])c(NCCc4ccc(OC)c(OC)c4)c3)CC2)cc1 | 4.7µM* | -1 | -5% | 0% | 10µM* | -3 | 0% |
| O=C1CCC(C(=O)Nc2cccc(S(=O)(=O)N3CCOCC3)c2)N1 (stereo not drawn) | u | -4 | 1% | -16% | 24% | -3 | -2% |
| Cc1ccc2ncc(S(=O)(=O)c3ccccc3)c(N3CCCCC3C)c2c1 (stereo not drawn) | 3% | -10 | 1%&1% | -3% | u | -4 | -1% |

High-throughput results (PubChem)
